STAT1 act = activators of IFN-gamma induced STAT1 signaling; NIH 3T3 STAT1-luciferase reporter, luminescence; 100% = IFN-gamma alone, no compound; activation (% of control), % at 5.5 µM; hit rate 2.6% among 200,000; AID 932;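 active = activation above the screen-wide mean activation plus 3 SD, cut at about 130% in these data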;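 note: raw ratio to IFN-gamma control signal so 100% means no change and 0% no light; values of inactives mirror those of a sister screen read the other way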
STAT1 blocker = reduces IFN-gamma driven STAT1 reporter signal. NIH 3T3 STAT1-luciferase reporter, luminescence. inhibition, % at 5.5 µM. hit rate 0.35% among 200,000. AID 920;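 active = inhibition above a set limit, the mean inhibition across all tested compounds plus 3 SD, cut at about 34% in these data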;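 note: 0% = IFN-gamma with DMSO and 100% = IFN-gamma with 300 µM nifuroxazide; values of inactives mirror those of a sister screen read the other way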
STAT3 act = STAT3 signaling activation. U3A cells, IL-6 STAT3-luciferase reporter, luminescence; 100% = signal with IL-6 EC80 alone. activation (% of control), % at 5.6 µM. hit rate 0.91% among 190,000. AID 871;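 active = activation above the screen-wide mean of compound activation plus 3 SD, cut at about 130% in these data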;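 note: 0% = background luminescence of wells with medium and substrate only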
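Material: STAT1-lacking human U3A cells, STAT3 luciferase reporter | Benchmarks: IL-6-only wells as 100% reference | Probe or stimulus: IL-6 (33 ng/mL) | Timing: Compound 1 h, then IL-6 6 h at 37 °C | Detection: Luminescence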
APP 5UTR inh = APP translation inhibition; SH-SY5Y APP 5'UTR-luciferase reporter, luminescence; inhibition, % at 2 µM; hit rate 0.82% among 190,000;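 active = inhibition above a set limit, derived from the sample mean plus 3 SD, cut at about 45% in these data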; note: values of inactives mirror those of a sister screen read the other way
APP 5'UTR act = APP 5'UTR luciferase reporter activation. AID 1276. SH-SY5Y APP 5'UTR luciferase reporter, luminescence; zero percent = DMSO vehicle wells. activation, % at 2 µM. hit rate 1% among 190,000;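 active = activation above a set limit, based on mean plus 3 SD of controls, cut at about 140% in these data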; note: values of inactives mirror those of a sister screen read the other way
FLuc act counter = firefly luciferase counter-screen for stimulation assays | 200,000 tested, under 10 active | P08659 | activation factor at 10 µM | ATPlite luciferase biochemical, luminescence, 10 min; 0 = ATP-free wells, 1 = DMSO control;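 active = luciferase activation factor, scaled between plate controls, of at least 2 with compound at 10 µM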
Target sequence (P08659 whole entry, looked up): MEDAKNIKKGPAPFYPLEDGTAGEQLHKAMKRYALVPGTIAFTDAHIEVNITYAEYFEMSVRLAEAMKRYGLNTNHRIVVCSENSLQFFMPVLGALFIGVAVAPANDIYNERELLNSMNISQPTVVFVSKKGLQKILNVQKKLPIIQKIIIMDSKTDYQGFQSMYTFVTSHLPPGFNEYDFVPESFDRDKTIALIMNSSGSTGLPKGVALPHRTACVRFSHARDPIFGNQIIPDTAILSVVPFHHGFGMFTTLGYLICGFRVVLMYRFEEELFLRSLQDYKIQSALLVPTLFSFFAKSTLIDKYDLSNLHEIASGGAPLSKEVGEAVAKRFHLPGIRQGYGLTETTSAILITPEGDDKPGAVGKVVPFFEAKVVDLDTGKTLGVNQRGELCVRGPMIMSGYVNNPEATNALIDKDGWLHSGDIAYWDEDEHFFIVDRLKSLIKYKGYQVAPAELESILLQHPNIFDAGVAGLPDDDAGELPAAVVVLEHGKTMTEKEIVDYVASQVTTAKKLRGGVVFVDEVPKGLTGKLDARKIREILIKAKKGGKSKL
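test system = cell-free luciferase reagent | medium = PBS as buffer for the ATP substrate | dosing = test compounds dosed from 2 mM stocks in 100% DMSO | incubation = 10 min at ambient temperature | detection = luminescence measurement of luciferase light output | benchmarks = low control with PBS replacing ATP, high control enzyme plus ATP without compound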
NF-kB expr up = raises NF-kB expression in human neuronal cells; NF-kB reporter expression; active compounds read high; fold change at 12.5 µM; hit rate 1.6% among 190,000; AID 1239; in the data active = fold change above about 3.3
STAT3 inh = reduces IL-6 driven STAT3 reporter signal. U3A cells, IL-6 STAT3-luciferase reporter, luminescence; host cell line lacks STAT1. inhibition, % at 5.5 µM. hit rate 0.89% among 190,000;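 active = inhibition above the mean inhibition across all screened compounds plus 3 SD, cut at about 44% in these data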;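 note: 0% = DMSO only wells and 100% = 100 µM nifuroxazide control wells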
ROMK primary = modulates human ROMK potassium channel activity; P48048; Tet-inducible ROMK, thallium flux fluorescence; actives lie on both sides; B-score at 10 µM; hit rate 2% among 130,000; AID 1918;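 active = signal ratio slope over the read window, or its plate-corrected B-score, at least 3 SD from the plate mean, either direction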;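 note: B-score of the F/F0 ratio slope over 7 to 12 s after thallium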
Target sequence (P48048 whole entry, looked up): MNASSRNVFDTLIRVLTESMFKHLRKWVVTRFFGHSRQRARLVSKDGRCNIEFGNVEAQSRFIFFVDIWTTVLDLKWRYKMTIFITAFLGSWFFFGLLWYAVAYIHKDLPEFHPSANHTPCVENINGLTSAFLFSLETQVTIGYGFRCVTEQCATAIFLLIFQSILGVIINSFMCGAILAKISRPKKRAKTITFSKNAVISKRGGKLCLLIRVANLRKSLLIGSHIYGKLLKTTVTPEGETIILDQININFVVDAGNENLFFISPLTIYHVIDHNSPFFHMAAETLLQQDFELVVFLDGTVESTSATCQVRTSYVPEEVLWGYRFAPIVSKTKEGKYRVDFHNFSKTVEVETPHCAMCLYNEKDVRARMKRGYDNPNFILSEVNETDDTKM
FLuc inh counter = Photinus pyralis luciferase inhibition counter-screen | hit rate 1.5% among 200,000 | AID 1006 | inhibition, % at 10 µM | P08659 | ATPLite firefly luciferase biochemical luminescence, 10 min;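 active = inhibition above about 50% when tested at 10 µM, limit read from the data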
* marks the source's active call; other numbers are inactive results; · = not tested or not shown. Hits appear at their usual frequency, and some 7.1% of all compounds hit somewhere here.

The opening 2 compounds (preview)
SMILES	STAT1 act	STAT1 blocker	STAT3 act	APP 5UTR inh	APP 5'UTR act	FLuc act counter	NF-kB expr up	STAT3 inh	ROMK primary	FLuc inh counter
COc1ccccc1C1(CCNS(=O)(=O)c2ccc(C)cc2)CCOC(C(C)C)C1 (configuration not stated)	102	-2	105	-28	28	1	0.94	0	·	-5
CC1(C)Cc2c(sc3c2C(=O)N(c2ccccc2)C2=NCCCN23)CO1	98	3	109	-15	15	1.1	1.6	-7	0.00087	-6

The whole of this part, from the start:
SMILES	STAT1 act	STAT1 blocker	STAT3 act	APP 5UTR inh	APP 5'UTR act	FLuc act counter	NF-kB expr up	STAT3 inh	ROMK primary	FLuc inh counter
COc1ccccc1C1(CCNS(=O)(=O)c2ccc(C)cc2)CCOC(C(C)C)C1 (configuration not stated)	102	-2	105	-28	28	1	0.94	0	·	-5
CC1(C)Cc2c(sc3c2C(=O)N(c2ccccc2)C2=NCCCN23)CO1	98	3	109	-15	15	1.1	1.6	-7	0.00087	-6
Cc1cccc(C)c1NC(=O)CN(c1ccccn1)S(=O)(=O)c1ccc(F)cc1	99	0	98	-4	4	1.1	1.2	6	·	-5
CC1CCCCN1Cc1cnc(Cl)s1 (configuration not stated)	102	-2	110	-1	1	1	1.4	-6	·	1
CCSc1nnc(CNC(=O)C23CC4CC(CC(C4)C2)C3)n1C1CCCCC1	94	7	102	-11	11	1	1.2	-4	·	1
CC(=O)NN1C(=O)/C(=C\c2ccccc2)SC1=S	99	1	101	-6	6	1	1.1	4	·	-2
COc1ccc(CCNC(=O)C2CCN(C(=O)NC3CCCCC3)CC2)cc1	98	2	101	-4	4	1	1.1	3	-0.12	-2
CC(C)c1nc(SCC(=O)N2CCCc3ccccc32)c2c(=O)n(C)c(=O)n(C)c2n1	100	-1	101	-16	15	1.1	0.28	7	·	-10
COc1ccc(CCNC(=O)C2CCCN(c3ncccn3)C2)cc1 (configuration not stated)	97	1	92	-12	11	1.1	0.94	15	0.26	-6
O=C(CCn1c(=O)sc2ccccc21)Nc1nccs1	109	-10	99	-34	34	0.6	1.6	8	-0.014	42
O=S(=O)(c1ccc(-c2csc(Nc3ccc(Br)cc3)n2)cc1)N1CCCC1	95	5	88	4	-4	1	1.1	16	-0.032	0
Cc1ccc2nsnc2c1S(=O)(=O)N(CCO)Cc1cc2cc3c(cc2[nH]c1=O)OCCO3	97	2	106	-9	9	1.1	0.61	-2	0.51	-8
COc1ccc(NC(=O)Nc2ccc3nc(C)c(C)nc3c2)cc1	103	-4	80	-9	9	1	0.77	29	1.1	-5
O=C(O)CCC(=O)NCCn1c(-c2ccccc2)csc1=Nc1ccccc1	100	0	95	2	-2	1.1	1.4	11	·	-6
Cn1c(=O)c(C(=O)CN2CCCCCC2)c(N)n(Cc2ccccc2)c1=O	100	-2	108	-8	8	1	0.93	-4	-0.19	-2
O=C(CSc1nc2ccccc2c(=O)n1-c1ccc(Cl)cc1)c1ccco1	99	1	102	14	-15	1	0.98	0	-0.029	-4
Cc1cc(C)nc(N2CCC(C(=O)NCc3ccccc3)CC2)n1	102	-5	95	17	-17	1	0.91	10	0.5	-4
CC1CCCCC1NC(=O)CN1C(=O)c2cccc(N)c2C1=O (configuration not stated)	100	-2	103	8	-8	1.1	1.1	0	-3.7*	-6
Cn1c2ccccc2c2cc(C(=O)OCC(=O)N3CC(=O)Nc4ccccc43)sc21	96	5	93	6	-6	1.1	0.5	12	-0.11	-6
Cc1noc(C)c1C(=O)N1CCC(Cc2ccccc2)CC1	91	8	94	-5	5	1	0.88	11	·	2
O=c1oc2ccccc2c(Nc2cccc3cccnc23)c1[N+](=O)[O-]	98	1	114	-16	15	1	1.2	-4	0.0045	-4
Cc1ccccc1NC(=O)CC1S/C(=N/c2nccs2)N(C)C1=O (configuration not stated)	102	0	101	8	-8	1.1	1.2	-1	0.0044	-6
Cc1ccc(C(=O)NNC(=S)NC(=O)c2ccco2)cc1	96	4	99	24	-24	1	0.7	6	3.6*	4
CC(C)C1C(C#N)=C(N)Oc2n[nH]c(C(C)(C)C)c21 (configuration not stated)	94	7	97	-10	10	1.1	1.1	7	-1.1	-8
COc1ccc(-c2csc(NC(=O)CN3C(=O)CCC3=O)n2)c(OC)c1	100	0	85	-4	4	1	1.1	20	·	3
Cc1ccc(-c2csc(NC(=O)c3ccc(C)o3)n2)cc1	96	4	94	-13	13	1	1.1	8	0.051	0
COC(=O)c1cccc(NC(=O)c2ccc(S(=O)(=O)N3CCN(C)CC3)cc2)c1	104	-4	95	-1	1	1	1	10	0.029	-3
O=C(Nc1nnc(CCS(=O)(=O)c2ccc3ccccc3c2)s1)c1ccc([N+](=O)[O-])cc1	98	2	100	-9	9	1	1.3	-3	0.25	-2
O=C(COC(=O)[C@@H]1CCCN1S(=O)(=O)c1ccccc1F)c1ccccc1	90	11	104	-14	14	1	1	-3	-0.52	-3
COC(=O)c1c(NC(=O)CN(c2ccccc2)S(C)(=O)=O)sc2c1CCCC2	95	5	97	10	-10	1.1	0.85	4	·	-6
COC(=O)c1nonc1NCn1nnc2ccccc21	97	3	109	-4	4	1	1.1	-11	·	-4
Cc1ccc(S(=O)(=O)/N=C2/NC(=O)/C(=C/c3ccccc3)S2)cc1	98	3	112	-11	11	1.1	1.1	-11	-4.6*	-10
CCOC(=O)c1cnn(-c2nc(CC)nc3sc4c(c23)CCC4)c1N	90	11	83	-6	6	1.1	1.5	23	0.25	-6
O=C(CNc1ccc(F)cc1)N/N=C1\CCc2ccccc21	105	-6	95	-8	8	1	0.86	6	0.41	-2
Cc1cc(NC(=O)c2cccc(N3C(=O)CCC3=O)c2)no1	105	-6	96	-4	4	1	1.1	7	·	-3
Brc1ccc(C2=Nn3c(nnc3-c3ccncc3)SC2)cc1	98	2	100	3	-3	·	·	3	-0.58	·

3 entries drawn at random from those above:
SMILES	STAT1 act	STAT1 blocker	STAT3 act	APP 5UTR inh	APP 5'UTR act	FLuc act counter	NF-kB expr up	STAT3 inh	ROMK primary	FLuc inh counter
O=C(CNc1ccc(F)cc1)N/N=C1\CCc2ccccc21	105	-6	95	-8	8	1	0.86	6	0.41	-2
O=C(Nc1nnc(CCS(=O)(=O)c2ccc3ccccc3c2)s1)c1ccc([N+](=O)[O-])cc1	98	2	100	-9	9	1	1.3	-3	0.25	-2
CCOC(=O)c1cnn(-c2nc(CC)nc3sc4c(c23)CCC4)c1N	90	11	83	-6	6	1.1	1.5	23	0.25	-6

Other structures follow.
SMILES	STAT1 act	STAT1 blocker	STAT3 act	APP 5UTR inh	APP 5'UTR act	FLuc act counter	NF-kB expr up	STAT3 inh	ROMK primary	FLuc inh counter
COc1ccccc1OCCC(=O)OCC(=O)NC(C)c1ccccc1 (configuration not stated)	90	11	104	-1	1	1	1	-6	9.6e-05	-3
COc1ccc2o/c(=N/NC(=O)c3cccs3)c(C(N)=O)cc2c1	138*	-42	107	-43	43	0.9	0.61	5	0.5	9
O=C(NNC(=O)c1ccncc1)Nc1ccc([N+](=O)[O-])cc1	89	12	99	-13	13	1	1	9	0.51	2
O=C(CSc1cc([N+](=O)[O-])cc(S(=O)(=O)Cc2ccccc2)c1)NC1CC1	106	-7	90	3	-3	1	1.3	15	·	-5
Cc1nn(-c2ccccc2)c(Cl)c1C(=O)NCc1cccs1	98	3	103	-7	7	1	1.1	-1	·	-2
CC(C)(C)c1ccc(OC(=O)c2ccc3snnc3c2)cc1	97	3	100	12	-12	1	1.2	3	0.14	-1
Cc1ccc(C(=O)Nc2nnc(CC(=O)N/N=C/c3ccncc3)s2)cc1	107	-8	100	-14	14	0.8	1.4	5	0.31	16
CCCCOC(=O)c1ccc(Nc2ccc([N+](=O)[O-])cn2)cc1	103	-3	98	-3	3	1	1.2	1	·	1
COc1ccc2c(c1)c1nc3n(c(=O)c1n2CC(=O)Nc1cc(C)[nH]n1)CCS3	96	3	77	-10	10	1.1	1.2	29	-0.35	-7
O=C(CSc1ncccn1)NCc1ccccc1Cl	121	-23	118	-47	47	1	1.6	-13	·	4
Cc1ccc(NC(=O)C(=O)NCCOc2ccccc2Cl)cc1	105	-6	103	15	-15	1	1.4	0	0.015	-2
O=C(c1ccc(CNS(=O)(=O)c2cccc(Cl)c2)cc1)N1CCCC1	104	-7	100	-21	21	1.1	1.1	7	-0.6	-7
CC(c1ccco1)N(C(=O)C12CC3CC(CC(C3)C1)C2)c1ccccn1 (configuration not stated)	96	5	104	-1	1	1	0.99	0	·	-4
O=C(Nc1ccc2c(c1)OCO2)C1CC(c2ccc(Cl)cc2)=NO1 (configuration not stated)	100	0	104	-1	1	1	1.1	-1	·	-2
CC1CCN(C(=O)CCCNC(=O)Cn2cnc3sc4c(c3c2=O)CCCC4)CC1	105	-6	109	-2	2	1	0.99	-4	0.29	-2
CCOc1nc(-c2ccccc2Cl)ccc1C#N	95	5	95	-4	4	1.1	0.87	14	·	-6
Clc1ccccc1-c1nnc(-c2cccs2)o1	143*	-48	101	-182	182*	0.4	6*	1	·	57*
ClCc1nnc(-c2cc3c(s2)CCCC3)o1	97	1	106	20	-20	0.9	1.5	2	-2	14
Cc1nc(-c2ccccc2)sc1C(=O)/C=C/c1ccccc1	105	-5	97	-4	4	1	1.9	5	·	1
Cn1c(COc2cccc3cccnc23)nnc1SCC(=O)O	97	2	99	-15	15	1	1.2	12	0.49	-4
COc1ccc(OCc2nnc(SC3CCOC3=O)n2-c2ccccc2)cc1 (configuration not stated)	95	5	91	4	-4	1.1	0.94	15	·	-5
COc1ccc(-c2cnnn2-c2ccc(N)cc2)cc1OC	105	-5	108	-1	1	1.1	0.92	-6	-0.5	-7
O=C1c2ccccc2C(=O)N1CCSc1ccccc1	138*	-42	105	-62	62	0.8	3.1	-2	·	20
COc1nc(-c2ccccc2)ccc1-c1noc(C)n1	126	-28	112	-58	58	1	2.6	-12	·	0
CCCCCOc1ccc(NC(=O)C2OC3OC(C)(C)OC3C3OC(C)(C)OC23)cc1 (configuration not stated)	92	9	91	-7	7	1	1.2	14	0.0029	-3
Cc1n[nH]c(=S)n1/N=C/c1ccccc1OCc1ccc(Cl)cc1	110	-11	94	-78	78	1	1.7	8	·	-5
COC(=O)c1ccc(-n2ccnc2)cc1	100	-2	101	-13	13	1	1.1	2	·	1
Cc1nn(-c2ccccc2)c(N)c1C1(O)C(=O)N(C(C)C)c2ccccc21 (configuration not stated)	104	-4	105	-6	6	1	0.92	-6	-0.06	-5
Cc1n[nH]c(=O)nc1NCc1ccccc1Cl	104	-4	99	-14	14	1.1	0.91	10	·	-6
CSC(=NNC(=O)c1ccccc1O)SC	97	4	93	-5	5	0.9	1	7	0.55	13
Cc1ccccc1Nc1nc(CSc2nnc(-c3ccoc3C)n2C)cs1	111	-12	92	-6	6	0.7	1.3	12	-1.7	29
O=C(c1cccs1)N1N=C(c2ccccc2)CC1c1ccc(O)cc1 (configuration not stated)	97	5	107	-1	1	1	1.1	-11	-0.13	-3
Cn1c(CN2CCN(C(=O)c3ccccc3)CC2)nc2cc([N+](=O)[O-])ccc21	105	-6	105	9	-9	1.1	0.84	-6	-1.5	-5
CCOC(=O)c1c(NC(=O)CSc2nnnn2C)sc(C)c1C	97	3	94	8	-8	1.1	1.2	16	·	-6
Cc1ccc2nc(SCc3nnc(-c4ccccc4Br)o3)[nH]c2c1	101	-1	140*	-16	16	1	3	-45	·	-2

Assay outcomes from PubChem BioAssay.
